From PubChem BioAssay
HTR5A inv ag = HTR5A inverse agonists in luminescence cell assay, primary screen, counter-screen for OPRM1-OPRD1 heterodimer inverse agonist project, full-deck HTS. 5-hydroxytryptamine receptor 5A (Homo sapiens), P47898. HTR5A cell line, inverse agonism. inhibition, % at 9.3 µM. 340,000 tested, 0.083% active. AID 504634, 2011; in the data active = inhibition mostly above about 23%, no sharp cut-off; inactive = mostly below about 18%;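 also: 0% = cells with DMSO and 100% = no-cell wells with DMSO; some compounds called inactive have numbers as strong as hits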
Target sequence (P47898 whole entry, looked up): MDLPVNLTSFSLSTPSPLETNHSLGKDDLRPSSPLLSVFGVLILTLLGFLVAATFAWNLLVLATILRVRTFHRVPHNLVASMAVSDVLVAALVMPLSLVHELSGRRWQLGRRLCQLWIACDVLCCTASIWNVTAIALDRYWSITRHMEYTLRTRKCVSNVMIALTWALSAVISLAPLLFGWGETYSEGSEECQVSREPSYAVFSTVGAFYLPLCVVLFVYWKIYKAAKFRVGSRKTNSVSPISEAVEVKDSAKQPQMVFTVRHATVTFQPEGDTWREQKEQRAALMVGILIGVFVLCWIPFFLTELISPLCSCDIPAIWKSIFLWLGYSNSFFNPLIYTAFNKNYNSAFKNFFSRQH
MOR-DOR ag = agonists of OPRM1-OPRD1 heterodimerization, primary screen, cell-based, luminescence. cells. Mu-type opioid receptor (Homo sapiens) + Delta-type opioid receptor (Homo sapiens), …. activation, % at 9.3 µM. 340,000 tested, 0.3% active; in the data active = activation above about 18%;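 also: 0% = vehicle-treated cells and 100% = reference agonist; values of inactives mirror those of a sister screen read the other way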
Keap1 Nrf2 FP = Keap1-Nrf2 protein-protein interaction inhibitors, primary screen, biochemical, fluorescence polarization, single point | 340,000 tested, 0.15% active | Keap1 Kelch-Nrf2 peptide fluorescence polarization, 1536-well | inhibition, % at 9.4 µM | Kelch-like ECH-associated protein 1 (Homo sapiens), Q14145; in the data active = inhibition above about 12%;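 also: human Keap1 Kelch domain with fluorescein labeled Nrf2 9mer peptide probe; 0% = neutral control wells and 100% = peptide positive control; higher means more block of Keap1 binding to Nrf2 peptide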
Target sequence (Q14145 whole entry, looked up, the tested form may be a part): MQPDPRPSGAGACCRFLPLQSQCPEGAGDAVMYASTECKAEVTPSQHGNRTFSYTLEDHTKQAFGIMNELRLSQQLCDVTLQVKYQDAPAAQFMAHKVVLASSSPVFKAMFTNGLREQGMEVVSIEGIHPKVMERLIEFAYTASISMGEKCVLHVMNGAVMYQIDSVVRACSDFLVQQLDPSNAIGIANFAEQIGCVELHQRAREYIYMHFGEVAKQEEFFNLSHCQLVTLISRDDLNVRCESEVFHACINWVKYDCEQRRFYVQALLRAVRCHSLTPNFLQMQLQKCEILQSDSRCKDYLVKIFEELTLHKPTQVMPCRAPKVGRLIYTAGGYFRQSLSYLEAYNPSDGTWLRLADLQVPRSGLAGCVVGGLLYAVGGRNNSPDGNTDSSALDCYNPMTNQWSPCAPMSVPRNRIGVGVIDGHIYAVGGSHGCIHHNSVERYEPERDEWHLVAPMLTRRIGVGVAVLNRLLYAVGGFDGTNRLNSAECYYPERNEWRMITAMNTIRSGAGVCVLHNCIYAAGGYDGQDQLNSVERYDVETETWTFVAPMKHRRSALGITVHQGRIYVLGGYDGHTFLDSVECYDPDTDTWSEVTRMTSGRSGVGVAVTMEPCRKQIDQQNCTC
cardiac RTF act = cardiac RTF calcium sensitivity activators, primary screen, biochemical, IANBD-TnC fluorescence, EC20 calcium. IANBD-labeled TnC RTF fluorescence at EC20 calcium; 0% EC20 calcium, 100% full calcium. AID 493008, 2010. Troponin I, cardiac muscle (Homo sapiens) + Troponin T, cardiac muscle (Homo sapiens) + …. 340,000 tested, 0.24% active. activation, % at 7.2 µM;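 active = activation above the mean over all tested compounds plus 3 SD, cut at about 30% in these data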;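 also: rise in fluorescence read as greater calcium sensitivity of cardiac thin filaments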
HTR5A ag ctr = HTR5A agonists in luminescence cell assay, primary screen, counter-screen for OPRM1-OPRD1 heterodimer agonist project, full-deck HTS; AID 504692, 2011; 5-hydroxytryptamine receptor 5A (Homo sapiens), P47898; 340,000 tested, 0.61% active; cell-based; activation, % at 9.3 µM; in the data active = activation mostly above about 9.5%, no sharp cut-off; inactive = mostly below about 7.6%;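 also: 0% = cells with vehicle only and 100% = reference agonist; strong numbers were not always called active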
OPRM1-OPRD1 inv = inverse agonists of MOR-DOR heterodimerization, primary screen, cell-based, luminescence; Mu-type opioid receptor (Homo sapiens) + Delta-type opioid receptor (Homo sapiens), …; AID 504357, 2011; cell-based MOR-DOR heterodimer luminescence, inverse agonism; inhibition, % at 9.3 µM; 340,000 tested, 0.21% active; in the data active = inhibition above about 22%, passing the limit was not always enough;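 also: 0% = cells with DMSO and 100% = wells without cells with DMSO; values of inactives mirror those of a sister screen read the other way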
CAL PDZ FP = untagged CAL PDZ binding inhibitors, primary screen, biochemical, fluorescence polarization, HTS. AID 602252, 2012. 300,000 tested, 0.92% active. Golgi-associated PDZ and coiled-coil motif-containing protein (Homo sapiens), Q9HD26. inhibition, % at 24.9 µM. purified CAL PDZ, TMR-peptide fluorescence polarization, 1 h;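 active = mean inhibition of at least 30% with at least half of replicates also reaching 30%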;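 also: 0% = DMSO neutral control and 100% = excess unlabeled competitor peptide PRC23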
LANA DNA inh = inhibitors of KSHV C-LANA binding to DNA, primary screen, biochemical, fluorescence polarization, FAM-LBS DNA, MBP-C-LANA, single point; inhibition, % at 9 µM; AID 504423, 2011; 340,000 tested, 0.078% active; Kaposi's sarcoma herpesvirus LANA C-terminal domain (residues 932-1162) DNA binding;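 active = highest replicate inhibition at or above 60% at 9 µM, even if other replicates fall short; inactive = all replicates below 60% inhibition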;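 also: 0% = neutral control wells and 100% = 4 µM acridine orange control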
V-ATPase pH = regulators of yeast V-ATPase proton pumping, primary screen, pHLuorin cytosolic pH fluorescence; 350,000 tested, 0.37% active; response, % at 10 µM; AID 504577, 2011; S. cerevisiae; in the data active = response mostly above about 7.3%, no sharp cut-off; inactive = mostly below about 5.4%; also: actives read high; inactives centre near 0; some compounds called inactive have numbers as strong as hits; reference of the scale not given here
RTF Ca sens inh = cardiac RTF calcium sensitivity inhibitors, primary screen, biochemical, IANBD-TnC fluorescence, EC70 calcium. 340,000 tested, 0.12% active. Troponin I, cardiac muscle (Homo sapiens) + Troponin T, cardiac muscle (Homo sapiens) + …. inhibition, % at 7.15 µM. IANBD-labeled cardiac RTF, Ca2+ fluorescence. AID 493244, 2011;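 active = inhibition above the mean inhibition of all tested compounds plus 3 SD, cut at about 17% in these data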;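 also: assay run at fixed EC70 calcium of 1.6 mM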
* hit, by the source's call; nt = not tested or not shown.

item	compound	HTR5A inv ag	HTR5A ag ctr	MOR-DOR ag	RTF Ca sens inh	Keap1 Nrf2 FP	cardiac RTF act	OPRM1-OPRD1 inv	LANA DNA inh	V-ATPase pH	CAL PDZ FP
1	O=C(C1CCCN1C(=O)c1cccs1)N1CCN(S(=O)(=O)c2ccc(F)cc2)CC1 (stereo not drawn)	-8	3	-0.6	7	4	-2	2	2.2	0	1
2	CCOC(=O)CN1C(=O)COc2ccc(C(C)(C)C)cc21	8	5	0.9	5	-3	2	-5	0.8	-1	nt
3	Cc1c(NC(=O)c2cccc(NC(=O)Cc3ccc(Cl)cc3)c2)c(=O)n(-c2ccccc2)n1C	5	-2	-1.9	0	-1	-4	8	1.2	4	-1
4	Cc1ccc(C(C(=O)NCc2ccco2)N(C(=O)Cn2nnc3ccccc32)c2ccccc2)o1 (stereo not drawn)	-6	2	-1.6	-7	-9	9	9	0.0	2	0
5	N#CC1=C(N)SC(N)=C(C#N)C1c1ccnc2ccccc12	-3	1	-0.7	-18	-40	6	3	-6.0	1	-6
6	c1ccc2c(NCC3CCCO3)nc(N3CCCCC3)nc2c1 (stereo not drawn)	-8	3	-1.1	9	-3	5	6	-1.5	1	-3
7	Cc1nn(C2CCS(=O)(=O)C2)c(C)c1CN(C)C(=O)c1cccc(Cl)c1 (stereo not drawn)	6	-3	-3.2	3	-1	2	13	-1.6	-2	-3
8	O=C(CN1C(=O)COc2ccc(Cl)cc21)NCC1CCCO1 (stereo not drawn)	12	2	-0.2	-1	-3	2	1	-0.4	1	35*
9	COc1cccc(OCc2cc(C(=O)N(C)Cc3nc(C)cs3)no2)c1	6	-3	-1.8	-2	3	-1	10	-2.5	-2	-2
10	Cc1ccc2c(c1)cc(C(=O)N1CCN(c3ccccn3)CC1)n2C	12	3	0.1	-4	1	0	0	-3.5	-1	-6
11	CCOC(=O)c1c(C)nc2c(c1-c1ccc(Cl)cc1)C(=O)CC(C)(C)C2	-22	-3	6.1	12	-1	-7	-34	2.3	-2	-4
12	COc1ccc(C(=O)N2CCN(C(=O)c3cc(OC)c(OC)c(OC)c3)CC2)cc1	3	-1	-2.4	2	-4	-3	10	1.2	3	2
13	O=C(CCC(=O)N1CCN(c2ccccc2)CC1)Nc1nnc(C2CCCCC2)s1	-8	3	-1.5	-1	-4	5	7	-0.5	3	-3
14	COc1cc(-c2nc3ccccn3c2/N=C/c2cccc(OC)c2O)ccc1O	6	1	-1.8	2	-7	-1	8	2.8	-1	-7
15	Cc1ccc(C)c(OC(=O)C2CSC3(C)CCC(=O)N23)c1C (stereo not drawn)	-8	3	-2.6	-3	-6	-1	11	0.2	2	nt
16	O=C(Nc1ccc(Cl)c(C(=O)N2CCOCC2)c1)c1ccccc1	0	0	-1.6	-7	-3	2	9	2.2	0	-2
17	COc1cc(CCC(=O)Nc2nnc(-c3cccnc3)s2)cc(OC)c1OC	5	-2	-1.0	3	5	-1	5	0.0	3	-1
18	COc1cc(/C=C/c2cc[n+](C)cc2)ccc1OCC(=O)Nc1ccc(Cl)c(Cl)c1	4	-2	0.8	-1	-8	2	-5	9.3	-7	-6
19	O=S(=O)(c1ccccc1)c1nc(Nc2cccc(O)c2)sc1Cl	10	-3	0.2	-2	-1	4	-1	0.8	-1	-10
20	CC1(C)OC2CC3C4CCC5=CC(=O)CCC5(C)C4(F)C(O)CC3(C)C2(C(=O)CO)O1 (stereo not drawn)	-14	4	1.4	-10	-5	2	-7	-1.1	6	-4
21	Cc1ccc(C(c2nnnn2C2CCCCC2)N2CCN3CCCC3C2)cc1 (stereo not drawn)	15	10	-0.2	-3	-5	2	2	0.6	0	-2
22	CCN1C(=O)[C@@H]2[C@@H](c3ccc(-c4ccc(F)cc4)cc3)N3CCC[C@@]3(C(=O)OC)[C@@H]2C1=O	-4	3	-2.6	9	-9	5	15	1.4	2	2
23	CCCNC(=O)c1ccc(N2CCC3(CC2)CC(c2cccc(Br)c2)=NO3)c(N)c1	8	-3	0.4	-20	1	3	-2	2.1	-2	1
24	O=c1c2ccccc2nc(N/N=C/c2c(O)ccc3ccccc23)n1O	-16	7	-3.0	0	-7	-5	15	0.6	1	-3
25	COc1ccc2oc(C(=O)OCC(=O)N3CCN(S(=O)(=O)c4ccc(C)cc4)CC3)c(C)c2c1	-25	1	0.0	-7	-3	-4	0	0.5	3	0
26	Cc1nn(CC(=O)Nc2ccncc2)c(C)c1[N+](=O)[O-]	6	5	-1.8	4	1	-1	10	3.1	-4	-1
27	CCOc1ccc(OCC)c(NC(=O)CSc2nc3c(c(=O)n(C)c(=O)n3C)n2C(C)C)c1	0	0	1.8	-24	-2	8	-11	-0.9	-1	-2
28	COc1ccc(OC)c(S(=O)(=O)N2CCCCCC2)c1	9	3	-1.2	-2	-8	-1	6	-0.8	-2	-3
29	Cc1ccc(S(=O)(=O)NCC(=O)OCC(=O)NCc2cccs2)cc1	-1	1	-1.9	-14	-4	9	10	1.5	1	-3
30	CN(CCc1ccccn1)C1CC(=O)N(c2ccc(Cl)cc2)C1=O (stereo not drawn)	16	5	-3.6	-1	4	3	16	-0.1	-7	-18
31	CCn1c(SCC(=O)Nc2cccc(C)n2)nc2c1c(=O)n(C)c(=O)n2C	2	0	0.2	6	-1	0	-1	2.0	-1	-5
32	CSCCC(NC(=O)COc1ccccc1)C(=O)N(C)CC(=O)Nc1ccc(Cl)cc1 (stereo not drawn)	-1	-4	-2.5	-2	-1	-5	10	-0.3	-2	4
33	NCC(=O)c1cccc2ccc[n+]([O-])c12	-5	1	-1.7	-3	6	-5	9	-0.5	0	1
34	CCOc1ccc(/C(O)=C/C(=O)C(=O)Nc2ccc(S(=O)(=O)NC(C)=O)cc2)cc1	10	0	-1.0	12	-4	6	5	1.4	2	-5
35	Cc1csc(NC(=O)CCCC(=O)O)c1-c1nc2ccccc2s1	-20	2	-0.5	-7	6	-3	3	-1.5	-8	-6
36	C=CCn1c(-c2ccc(OC)cc2)nc2nc3ccccc3nc21	-4	1	0.0	-3	2	-4	0	-1.1	0	4
37	Nc1nnc(SCc2nnc(-c3ccccc3)o2)s1	-2	1	-0.2	-4	-6	4	2	1.3	6	-2
38	C=CCNc1nc(-c2cc3ccccc3o2)cs1	-6	-2	0.4	10	1	-4	-2	2.0	-3	-2
39	CN(CC(=O)Nc1cccc2c1CCCC2)S(=O)(=O)c1ccccc1	-1	3	-1.2	2	1	8	6	2.8	4	nt
40	Cc1c(C)n(Cc2ccc(F)cc2)c2ccc(C(=O)N3CCN(c4ccccn4)CC3)cc12	-23	2	-2.7	1	1	4	14	1.8	1	nt
41	CN1CCN(NC(=O)CN2C(=O)S/C(=C\c3c(Cl)cccc3Cl)C2=O)CC1	-15	5	-0.1	2	1	5	1	-1.3	0	-4
42	COc1ccccc1NS(=O)(=O)c1cc(N)ccc1N1CCOCC1	5	-1	0.6	2	0	1	-3	2.4	3	-4
43	O=C(OCn1ncc(Cl)c(Cl)c1=O)c1ccccc1Cl	-12	5	3.5	-3	-1	-4	-17	-1.4	5	-4
44	COc1ccc(N2CCN(C3CCCN(Cc4ccccc4OCCO)C3)CC2)cc1 (stereo not drawn)	11	-3	-0.5	-15	0	-1	2	-3.9	6	8
45	CCCC(=O)NCCCCNC(=O)CCC	-6	1	-2.8	9	1	-1	16	-0.5	0	1
46	CC(=O)Nc1ccc(-c2cn3c(n2)SCC3)cc1	-1	0	-3.5	-13	-14	-4	16	1.5	3	-3
47	CCNC(=S)NNC(=O)c1cc(-c2cccnc2)nc2ccccc12	28	-1	-4.1	-6	-3	1	20	2.4	3	4
48	CC1(C)CC1C(=O)Nc1ccc([N+](=O)[O-])cc1Br (stereo not drawn)	2	1	-0.8	5	-1	-4	4	1.0	-4	-1
49	COc1cc2c(cc1OC)CN(C(=O)CN1CCN(S(=O)(=O)c3ccc(C)c(C)c3)CC1)CC2	-4	1	-2.3	9	-4	0	12	-0.7	-3	nt
50	CC(Oc1cccc(Cl)c1)C(=O)Nc1ccccc1N1CCCC1 (stereo not drawn)	1	0	0.5	-13	nt	-11	-2	nt	7	-2
51	COc1ccc(C(=O)NCCSc2ccccc2C)cc1	10	-3	-1.5	1	-1	-2	7	-1.0	3	6
52	Nc1[nH]n(-c2c(Cl)cc(Cl)cc2Cl)c(=O)c1N=Nc1ccc(S(=O)(=O)Nc2ncccn2)cc1	-15	6	-3.9	3	-2	-6	16	-2.7	2	-5

Part of the list above, as labelled records:
(22) CCN1C(=O)[C@@H]2[C@@H](c3ccc(-c4ccc(F)cc4)cc3)N3CCC[C@@]3(C(=O)OC)[C@@H]2C1=O
- HTR5A inv ag: -4
- HTR5A ag ctr: 3
- MOR-DOR ag: -2.6
- RTF Ca sens inh: 9
- Keap1 Nrf2 FP: -9
- cardiac RTF act: 5
- OPRM1-OPRD1 inv: 15
- LANA DNA inh: 1.4
- V-ATPase pH: 2
- CAL PDZ FP: 2

(32) CSCCC(NC(=O)COc1ccccc1)C(=O)N(C)CC(=O)Nc1ccc(Cl)cc1 (stereo not drawn)
- HTR5A inv ag: -1
- HTR5A ag ctr: -4
- MOR-DOR ag: -2.5
- RTF Ca sens inh: -2
- Keap1 Nrf2 FP: -1
- cardiac RTF act: -5
- OPRM1-OPRD1 inv: 10
- LANA DNA inh: -0.3
- V-ATPase pH: -2
- CAL PDZ FP: 4
